RORA act: activates the human nuclear receptor RORA. P35398. CHO-K1 Gal4-RORA LBD luciferase reporter, luminescence; percent increase over mock-subtracted basal signal. activation, % at 10 µM. 65,000 compounds, 1.5% hits;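 active = activation above the mean of all tested compounds plus 3 SD, cut at about 49% in these data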;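 note: 0% = DMSO-treated RORA cells and 100% = added signal equal to DMSO minus mock-transfected cells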
TNAP act mid DEA: activators of human TNAP at intermediate phosphate acceptor; 64,000 tested, under 10 active; activation factor at 20 µM; purified TNAP, CDP-star luminescence, 100 mM DEA, 30 min; hits give high values; scale: 0 levamisole-inhibited, 1 vehicle-only enzyme; P05186;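 active = activation factor of at least 2 at 20 µM, relative to controls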
Target sequence (P05186 whole entry, looked up): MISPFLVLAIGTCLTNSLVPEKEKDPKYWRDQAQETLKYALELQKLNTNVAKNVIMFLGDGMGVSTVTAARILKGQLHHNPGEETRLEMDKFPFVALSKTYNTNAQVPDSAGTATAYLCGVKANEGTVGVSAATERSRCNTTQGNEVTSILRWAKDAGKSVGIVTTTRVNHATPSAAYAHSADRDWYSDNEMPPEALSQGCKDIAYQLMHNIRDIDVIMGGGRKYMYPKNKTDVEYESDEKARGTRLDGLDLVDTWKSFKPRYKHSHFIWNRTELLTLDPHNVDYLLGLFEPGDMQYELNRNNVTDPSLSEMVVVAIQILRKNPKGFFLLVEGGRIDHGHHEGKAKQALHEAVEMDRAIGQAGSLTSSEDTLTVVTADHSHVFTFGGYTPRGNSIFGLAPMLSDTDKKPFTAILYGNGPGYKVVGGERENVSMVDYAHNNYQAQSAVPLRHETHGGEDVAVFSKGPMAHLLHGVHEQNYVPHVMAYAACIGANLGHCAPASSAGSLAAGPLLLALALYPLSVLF
5HT1a ag: agonists of human 5-HT1a serotonin receptor. activation, % at 10 µM. 65,000 compounds, 0.56% hits. CHO 5-HT1a Ga15 NFAT-bla reporter, FRET ratio; 0% basal, 100% maximal reference agonist. AID 567. P08908;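 active = activation above the screen-wide mean activation plus 3 SD, cut at about 19% in these data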;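 note: 0% = DMSO wells and 100% = 5-CT at EC100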
A340 absorber: absorbance at 340 nm; compound absorbance at 340 nm, fold over control; fold change at 10 µM; 65,000 tested, under 10 active;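 active = at 10 µM dose, initial 340 nm absorbance at least 2 fold that of control wells; inactive = change under 2 fold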;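 note: initial absorbance extrapolated from kinetic A340 decline of NADH oxidation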
5HT1a antag: 5-HT1a (human) receptor antagonism. P08908. CHO 5-HT1a Ga15 NFAT-bla reporter, antagonist mode. inhibition, % at 10 µM. 62,000 compounds, 0.68% hits. AID 612;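 active = inhibition above the mean of all tested compounds plus 3 SD, cut at about 43% in these data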;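 note: receptor stimulated by 5-CT agonist at 100 nM near EC80; beta-lactamase reporter measured by ratiometric fluorescence of a cleavable substrate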
MMP13 inh: blocks human MMP13 activity. P45452. MMP-13 fTHP FRET cleavage, Mca fluorescence. inhibition, % at 4 µM. 65,000 compounds, 0.07% hits. AID 570;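 active = inhibition above the mean of compound-free control plate wells plus 3 SD, cut at about 14% in these data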;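 note: 0% = DMSO wells and 100% = wells with reference MMP-13 inhibitor after basal subtraction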
Fluor 339 460: intrinsic fluorescence of library compounds, ex339/em460 – biochemical, MLSMR library, data from DPM-DC assay, artefact control, profiling panel. compound autofluorescence, ex339/em460 nm, NADH buffer; hits give high values; 1 = no-compound wells, NADH background. fluorescence fold increase at 10 µM. 65,000 compounds, 5.5% hits;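 active = at 10 µM, mean starting fluorescence two-fold or more over control wells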;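 note: signal is the first read of a kinetic run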
NADH coupling: inhibition of NAD/NADH coupling enzymes, library profiling; coupled PK/LDH NADH assays, four targets; IC50, µM (titrated, usually from 10 µM), for the others: at the top dose inhibition; 65,000 compounds, 0.02% hits;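 active = single-dose screening hits from any of four coupled enzyme assays that gave an IC50 when retested across doses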;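 note: the DPM-DC format reads NADH fluorescence rather than 340 nm absorbance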
SF1 activator: SF-1 (human) activation | Q13285 | CHO-K1 Gal4-SF-1 LBD luciferase reporter; % increase over DMSO SF-1-specific signal | activation, % at 10 µM | 65,000 compounds, 1.9% hits | AID 522;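 active = activation above the mean activation of all tested compounds plus 3 SD, cut at about 50% in these data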
Target sequence (Q13285 whole entry, looked up, the tested form may be a part): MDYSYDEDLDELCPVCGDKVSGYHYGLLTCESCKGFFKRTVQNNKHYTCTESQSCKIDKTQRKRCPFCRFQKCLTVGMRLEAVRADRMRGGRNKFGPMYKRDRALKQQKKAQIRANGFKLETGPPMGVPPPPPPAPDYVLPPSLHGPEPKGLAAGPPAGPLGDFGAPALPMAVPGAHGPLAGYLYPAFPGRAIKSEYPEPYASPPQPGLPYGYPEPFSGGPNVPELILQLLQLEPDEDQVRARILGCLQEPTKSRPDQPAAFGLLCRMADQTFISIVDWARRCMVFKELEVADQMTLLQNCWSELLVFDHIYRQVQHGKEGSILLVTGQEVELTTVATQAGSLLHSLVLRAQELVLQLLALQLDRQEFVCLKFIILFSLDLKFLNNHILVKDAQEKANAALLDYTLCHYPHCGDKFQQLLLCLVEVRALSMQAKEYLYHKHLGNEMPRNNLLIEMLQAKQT
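Compound – one dose, 10 µM compound, 1% DMSO · Test system – transient Gal4-SF-1 LBD reporter, CHO-K1 · Input – 4,000 cells in each well · Read-out basis – percent activation relative to DMSO median and mock-transfected background · Replicates – single measurement per compound · Technique – steady-glow luciferase luminescence, read after 15 min reagent incubation · Timing – 20 h compound treatment, 37 °C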
* hit, by the source's call; i = inactive; nt = no result given; [ ] = another dose, or the depositor's remark.

SMILES | RORA act | TNAP act mid DEA | 5HT1a ag | A340 absorber | 5HT1a antag | MMP13 inh | Fluor 339 460 | NADH coupling | SF1 activator
Cc1cccc(S(=O)(=O)Nc2nc3ccccc3nc2NCc2ccco2)c1 | -6 | 0.8 | -2.5 | 1.1 | 8 | -8 | 1.7 | 8% | 4
O=C(O)CNS(=O)(=O)c1cc(Cl)c(Cl)cc1Cl | -4 | 1 | 0.2 | 0.98 | 5 | 5 | 1.1 | 2% | 11
COc1ccc(CSc2nnnn2C)cc1F | 20 | 0.9 | -2.3 | 1 | 9 | 4 | 1.1 | 8% | -3
Cc1cccc2cc(CN(Cc3cccnc3)C(=O)c3ccncc3)c(=O)[nH]c12 | -19 | 0.9 | 0.9 | 1.1 | 4 | -1 | 1.4 | 2% | 2
CCN(CC(=O)NCc1ccc(F)cc1)C(=O)C1CCN(C(=O)Nc2ccccc2)CC1 | 8 | 1 | -2.4 | 1 | 10 | 4 | 1.1 | 3% | 6
CC(C)(C)c1ccc(C(=O)NCc2cccnc2)cc1 | -6 | 0.9 | -2.1 | 1 | 4 | 1 | 1.1 | 8% | 13
COc1cccc(C(=O)N2CCN(C(=O)c3cccs3)CC2)c1OC | 0 | 0.9 | -1.2 | 1 | -11 | 10 | 1.1 | 5% | -8
Cc1ccc(CNn2cnnc2SCC(=O)NC(C)(C)C)cc1 | 6 | 1 | -1.6 | 0.98 | 2 | -9 | 0.96 | 8% | 9
O=C(CSc1nc(O)cc(=O)[nH]1)Nc1ccc2c(c1)CCC2 | -1 | 1 | -0.7 | 0.99 | 10 | -3 | 1 | 7% | -2
CNC(=O)c1cc2c(ccc3ccccc32)oc1=N | 3 | 0.9 | 1.0 | 1 | nt | i[fluorescence artefact?] | 2.3* | 11%[fluoresces] | 8
COC(=O)C1=C(N)Oc2cc(C)oc(=O)c2C1c1ccncc1 (configuration not stated) | -30 | 0.9 | -2.2 | 1 | nt | 3 | 1 | 5% | -5
O=C1[C@@H]2C(c3ccccc3Cl)=NO[C@@H]2C(=O)N1Cc1ccccc1 | -19 | 0.9 | -2.4 | 0.99 | -8 | 3 | 1 | 4% | 4
C=CCOc1ccccc1CNCc1cccnc1 | 3 | 0.9 | -0.6 | 0.99 | 1 | -1 | 1.1 | 5% | -10
CC(=Nc1ccc(O)cc1)c1sc2ccccc2c1O | 10 | 0.8 | -5.3 | 1 | 24 | 14 | 1.1 | 9% | 9
COc1ccc(OC)c2[nH]c(=O)c(CCNC(=O)c3cc4ccccc4o3)cc12 | -9 | 0.9 | -0.1 | 1 | 6 | 0 | 1.2 | 5% | -1
O=C(O)c1ccc(NS(=O)(=O)c2cc(C(=O)O)ccc2Br)cc1 | 1 | 1 | -0.9 | 1 | -4 | 2 | 1.1 | 4% | -6
Cc1ccc2c(c1)nnn2C1CCN(S(=O)(=O)c2ccc(C(=O)NC3CCCC3)cc2)CC1 | -14 | 1 | -2.2 | 1 | 2 | 0 | 1.1 | 5% | 3
O=C(CN(Cc1ccccc1F)C(=O)c1ccco1)NCc1ccc(F)cc1 | -3 | 0.9 | 0.1 | 1 | 1 | 5 | 1.1 | 4% | -2
COc1cccc(CNC(=O)C2CCCN(c3nn4c(=O)cc(C)nc4s3)C2)c1 (configuration not stated) | 15 | 1 | -1.3 | 1 | 4 | -5 | 1.1 | 9% | 8
Cn1c(SCC(=O)NC2CC2)nnc1-c1ccco1 | 20 | 0.9 | -3.5 | 0.98 | -11 | 2 | 0.99 | 8% | 13
COc1ccc(-c2nc(CS(=O)CC(=O)NCc3ccccn3)c(C)o2)cc1 (configuration not stated) | 13 | 0.8 | 1.6 | 0.98 | -7 | -7 | 1 | 2% | -11
Cc1ccc(C(=O)Nc2ccc3c(c2)OCO3)cc1S(=O)(=O)N1CCCC1 | 27 | 0.9 | 0.7 | 1 | 9 | 2 | 1.1 | 3% | 44
CCOC(=O)C1=C(C)NC(=O)C(C#N)C1c1ccco1 (configuration not stated) | 21 | 0.9 | -2.6 | 0.98 | -7 | 0 | 1.1 | 4% | 1
CC1(C)CC(=O)C2=C(C1)OC(=O)C2(NC(=O)c1cccs1)C(F)(F)F (configuration not stated) | 1 | 0.9 | -0.8 | 0.98 | -2 | -6 | 1.1 | 4% | 2
CCOc1ccc(N(CC(=O)O)S(=O)(=O)c2cccnc2)cc1 | -3 | 1 | -3.6 | 1 | 11 | 3 | 1.1 | 1% | -6
O=C(Nc1ccccc1-c1nnn(CC(=O)N2CCN(c3ccccc3)CC2)n1)c1cccs1 | -7 | 1 | -2.5 | 0.98 | 11 | 3 | 1.3 | 3% | 4
O=C1CC(SCCO)C(=O)N1c1ccc(Oc2ccccc2)cc1 (configuration not stated) | -21 | 0.9 | -1.0 | 1 | -3 | 4 | 1.1 | 6% | -15
Cc1ccccc1-n1c(Cn2c(=O)sc3ccccc32)nnc1SCC(N)=O | -5 | 0.8 | -6.7 | 0.98 | 8 | 4 | 1 | 2% | -11
O=C1NC2(CCCCC2)N=C1c1ccccc1 | -5 | 1 | -2.0 | 1 | 1 | 0 | 1.1 | 3% | -12
Cc1nc(NCc2ccc3c(c2)OCO3)c2nnn(Cc3ccccc3)c2n1 | -8 | 0.9 | 2.6 | 1 | 14 | -1 | 1.1 | 7% | -10
Cc1ccc(NC(=O)Cn2cccc2)cc1C | 3 | 0.9 | 2.2 | 0.97 | -2 | 2 | 1.1 | 5% | -3
CCC(C)NC(=O)C(Cc1ccccc1)NS(=O)(=O)c1cccc2nsnc12 (configuration not stated) | 2 | 0.9 | -1.5 | 1.1 | 13 | 2 | 1.1 | 7% | -2
CCC(C)NC(=O)C1CCC(=O)N1Cc1ccc(C)cc1 (configuration not stated) | -4 | 1 | -3.1 | 1 | 0 | -10 | 1.1 | 4% | -3
Cc1ccc(S(=O)(=O)N2CCCC2C(=O)N(C)Cc2cccs2)cc1 (configuration not stated) | -21 | 0.9 | -1.9 | 1 | 2 | 0 | 1 | 7% | 10
Cc1cc(C(=O)OCc2nc3ccccc3s2)c(C)o1 | 7 | 0.9 | -2.5 | 1 | -4 | 1 | 1.1 | 4% | 33
CC(C)(C)OC(=O)N1CCC(C(=O)N2CCCCCC2)CC1 | -15 | 0.9 | -2.1 | 0.98 | -4 | -7 | 1 | 5% | 8
Cc1cc(C)n2c(SCC(=O)Nc3ccccc3)nnc2n1 | -6 | 1 | 2.8 | 1 | 1 | -14 | 1.1 | 6% | 20
COc1cccc(NC(=O)c2nc3nc(C)cc(C(F)F)n3n2)c1 | -3 | 0.9 | -1.9 | 0.99 | -11 | 1 | 1.1 | 1% | -3
C=CCn1c(=O)/c(=C/c2cc(OC)c(OC)c(OC)c2)s/c1=C(/C#N)c1nc2ccccc2n1C | 27 | 0.8 | 2.4 | 1 | -11 | 7 | 1.1 | 1% | 22
O=C(COc1ccc(-c2nnc(N3CCCCC3)c3ccccc23)cc1)N1CCCCC1 | -6 | 0.9 | -1.8 | 1.1 | nt | -9 | 1.1 | 3% | -2
COC(=O)c1cccc(COC(=O)c2ccccc2NC(=O)c2ccco2)c1 | -6 | 0.9 | -2.9 | 1.1 | 18 | 3 | 1.3 | 4% | 7
Nc1ccc(S(=O)(=O)c2cccc(N)c2)cc1 | 4 | 0.9 | -1.9 | 0.99 | 5 | -2 | 1 | 4% | -4
Clc1ccccc1OCCn1ccnc1 | -4 | 0.9 | 0.2 | 1.1 | -7 | 2 | 1.1 | 3% | -17
O=C(CCSc1nc(-c2ccco2)cc(C(F)(F)F)n1)NCc1ccccn1 | -7 | 0.9 | 0.2 | 1.1 | 7 | 4 | 0.93 | 4% | -5
O=C(CSc1nnc(CNC(=O)c2cccs2)o1)c1ccc(Cl)cc1 | 5 | 1 | -3.1 | 1 | 8 | 3 | 1.1 | 5% | 6
O=C(O)C1CCC(=O)N1Cc1ccccc1Cl (configuration not stated) | -13 | 1.1 | -2.6 | 1 | -12 | -6 | 1.1 | 7% | -6
COC(=O)c1ccc(Oc2nc(N3CCCCC3)nc(N3CCOCC3)n2)cc1 | -10 | 1 | 0.0 | 1 | 28 | 7 | 1.1 | 3% | 7
CCOC(=O)c1cc2c(=O)n3ccccc3nc2n(Cc2ccccc2)c1=N | -20 | 0.8 | 1.4 | 0.98 | -4 | -119[fluorescence artefact?] | 2.5* | 4%[fluoresces] | -4
CCC(C)NC(=O)c1n[nH]c(=O)c2ccccc12 (configuration not stated) | -20 | 0.9 | -4.0 | 1 | -7 | -4 | 1.1 | 0% | 8
Cc1ccc2nc(N3CCN(Cc4ccc(F)cc4)C3=O)c(C)cc2c1 | 14 | 0.9 | -1.5 | 0.99 | 4 | 3 | 1.2 | 5% | 14
CC(C)(C)c1ccc(C(=O)CCCSC2=C(C#N)C(c3ccco3)C3=C(CCCC3=O)N2)cc1 (configuration not stated) | -4 | 0.8 | 0.5 | 1.1 | 2 | -2 | 1.2 | 5% | -10
O=C(CCNC(=O)c1ccc(Br)o1)NC1CCCC1 | -10 | 0.9 | -0.3 | 0.98 | -15 | -1 | 0.97 | 2% | 5
O=C(CN1C(=O)CSC1=O)NC1CCCCC1 | 11 | 1 | -4.8 | 0.99 | -7 | -2 | 1.1 | 4% | -7
Cc1cc(NC(=O)c2cnn3c(C(F)(F)F)cc(-c4ccccc4)nc23)no1 | 3 | 0.9 | -0.6 | 1.1 | -43 | -1 | 1.2 | 2% | -8
O=C(O)C1CC(c2ccccc2F)=NO1 (configuration not stated) | -11 | 1 | -2.1 | 0.97 | 5 | -8 | 1.1 | 3% | -12
COc1ccc(C(O)P(=O)(OC2CCCCC2)c2ccc(N(C)C)cc2)cc1OC (configuration not stated) | 14 | 0.9 | 0.1 | 0.99 | -11 | 0 | 1.1 | 7% | -18
COc1ccc(CNC(=O)C2CC(c3ccc(OC)cc3)=NO2)cc1 (configuration not stated) | 26 | 1 | -1.3 | 1 | 12 | -4 | 1.1 | 4% | 11
COc1ccc(C2C(C(=O)c3cccs3)=C(O)C(=O)N2c2nnc(C)s2)cc1OC (configuration not stated) | -11 | 1 | -1.7 | 1.1 | -3 | 8 | 1.1 | 6% | 6
CCCCNc1cc(C)oc(=O)c1C(C)=O | 24 | 0.9 | 1.4 | 1 | 9 | 1 | 1.1 | 2% | 16
CCn1c(COc2ccccc2C)nnc1SCC(=O)CC(=O)Nc1ccccc1OC | -6 | 1 | -0.9 | 1 | -3 | 10 | 1.1 | 2% | -8

Individual results from the list.
COc1ccc(C(O)P(=O)(OC2CCCCC2)c2ccc(N(C)C)cc2)cc1OC (configuration not stated) @ NADH coupling: 7%
COC(=O)c1cccc(COC(=O)c2ccccc2NC(=O)c2ccco2)c1 @ RORA act: -6
CCCCNc1cc(C)oc(=O)c1C(C)=O @ TNAP act mid DEA: 0.9
Cc1ccc2nc(N3CCN(Cc4ccc(F)cc4)C3=O)c(C)cc2c1 @ MMP13 inh: 3

Single records, from the list above:
Cc1cc(NC(=O)c2cnn3c(C(F)(F)F)cc(-c4ccccc4)nc23)no1 in the list: RORA act: 3; TNAP act mid DEA: 0.9; 5HT1a ag: -0.6; A340 absorber: 1.1; 5HT1a antag: -43; MMP13 inh: -1; Fluor 339 460: 1.2; NADH coupling: 2%; SF1 activator: -8
O=C(O)C1CCC(=O)N1Cc1ccccc1Cl (configuration not stated) in the list: RORA act: -13; TNAP act mid DEA: 1.1; 5HT1a ag: -2.6; A340 absorber: 1; 5HT1a antag: -12; MMP13 inh: -6; Fluor 339 460: 1.1; NADH coupling: 7%; SF1 activator: -6
